PglD inh = inhibitors of Campylobacter jejuni PglD acetyltransferase. actives 0.098% (n = 360,000). inhibition, % at 12.5 µM. purified PglD enzyme, DTNB colorimetric CoA detection. AID 602405; in the data active = inhibition above about 16%, passing the limit was not always enough; also: strong numbers were not always called active
INS-1E GSIS act = primary screen for activators of insulin secretion dependent on glucose, INS-1E cells, GLuc reporter luminescence | INS-1E GLuc reporter insulin secretion, 2-3 h | activation, % at 16.6 µM | actives 0.61% (n = 370,000) | AID 743287;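 active = lowest replicate activation of at least 40%, so every replicate reaches that level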;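 also: 0% = median of neutral control wells and 100% = median of IBMX positive control wells; some compounds called inactive have numbers as strong as hits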
C2C12 statin = suppression of simvastatin myotoxicity | C2C12 myotubes + simvastatin, ATP luminescence, 48 h; scaled: DMSO 0, geranylgeraniol control 100 | rescue of ATP level, % at 7.49 µM | actives 0.78% (n = 330,000) | AID 602340;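 active = mean ATP rescue above about 67%, or every replicate alone reaching that limit, limit read from the data, passing the limit was not always enough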;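 also: myotubes were challenged with 10 µM simvastatin during compound exposure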
F508del corr = correctors of CFTR F508del function in bronchial epithelial cells; CFBE cells, YFP halide quenching; stimulated with forskolin plus potentiator P3; % fluorescence drop versus neutral controls; activity (quench increase), % at 7.58 µM; actives 0.36% (n = 350,000); AID 720511;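 active = mean added fluorescence quench of at least 8% versus neutral control, with both replicates also reaching 8%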;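 also: cells transiently co-express mutant CFTR-F508del with the halide-sensitive YFP; corrector assay measuring rescue of mutant channel to the surface after 24 h compound exposure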
Cneo AK release = causes C. neoformans cell lysis; adenylate kinase release luminescence, 4 h; normalised: neutral wells 0, clomiphene wells 100; actives 0.2% (n = 360,000); lysis activity, % at 15 µM;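 active = mean lysis activity across replicates of at least 80%, whatever share of replicates individually reach that level; inactive = mean lysis activity below 80%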
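Test system: log-phase Cryptococcus neoformans yeast cells; Quantity: yeast cell density of 5 × 10^6 cells/mL; Buffer or medium: YPD; Doses: single compound concentration per well; Timing: 4 h at 37 °C static, read 1 h later; Measured by: AK luminescence; Read-out basis: lysis from increased AK signal; Control set: Clomiphene as positive control.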
PGC1a acetyl inh = PGC1a acetylation modulation, inhibitor mode; inhibition, % at 15.6 µM; U2OS PGC1a acetylation, AlphaScreen anti-acetyl-lysine; with virally co-expressed GCN5 acetyltransferase; actives 0.17% (n = 350,000); AID 651687;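 active = every replicate shows inhibition of at least 40%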;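 also: 0% = neutral control wells and 100% = positive control wells; some results beyond the cut were filed as inactive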
miR122 inh = miR-122 inhibition in Huh7 cells; activation (reporter increase), % at 12.5 µM; Huh7 miR-122 Renilla luciferase sensor, 48 h; neutral wells = 0, positive control = 100; actives 0.3% (n = 340,000);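 active = mean replicate activation score at least 90 and every replicate individually at or above 90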;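 also: higher luciferase means less miR-122 activity so hits act as miR-122 inhibitors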
FN deposit inh = fibronectin deposition inhibition; actives 0.086% (n = 350,000); AID 743247; inhibition, % at 12.6 µM; AH1F fibroblasts, Alexa488-fibronectin deposition fluorescence, overnight;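 active = mean inhibition across replicates of 30% or more, regardless of how many single replicates reach that level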;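 also: positive control wells lacked labelled fibronectin entirely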
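Schedule: 1 h cell adhesion before compound, then overnight fibronectin incubation; test system: AH1F fibroblast monolayer depositing Alexa488-labelled fibronectin into matrix; quantity: 10000 AH1F cells per well; probe or stimulus: fluorescent fibronectin at 24 nM final; signal: fluorescence, ex 485 nm, em 525 nm; evaluation: percent inhibition as loss of matrix-bound fibronectin fluorescence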
An asterisk follows results filed as active; . = no result given; [ ] = another dose, or the depositor's remark. Compounds as they come. Share with any hit: about 2.1%.

SMILES,C2C12 statin,F508del corr,FN deposit inh,miR122 inh,Cneo AK release,PglD inh,PGC1a acetyl inh,INS-1E GSIS act
Cc1ccc(/C=N/NC(=O)c2cc3c(ccc4ccccc43)o2)cc1[N+](=O)[O-],-12,.,.,-1,4,12,-25,.
c1cc(-c2ccc3[nH]ccc3c2)n2ccnc2c1,-6,-0.8,9,15,7,-2,-11,.
O=C(NC1CCCC1)c1cc(-c2ccc(Cl)cc2)on1,4,-1.3,-13,-6,0,6,-4,10
COc1ccc(S(=O)(=O)Nc2nc3ccccc3nc2NCC2CCCO2)cc1 (stereo not drawn),.,-2.0,-4,.,.,.,16,3
CN(C)CCCN(C(=O)/C=C/c1cccs1)c1nc2c(F)cccc2s1,.,-4.5,10,.,.,.,23,-17
COC(=O)C(Cc1c[nH]c2ccccc12)NC(=O)c1cc(-c2ccc(OC)c(OC)c2)oc1C (stereo not drawn),.,-1.2,-1,-5,1,-1,7,.
CC1(C(=O)NS(=O)(=O)c2ccccc2Cl)CCN1C(=O)CC1CCCCC1 (stereo not drawn),-5,0.2,-1,0,0,-3,3,-12
CC1=C(C)CC(C(=O)NCc2ccc3c(c2)OCO3)C(C(=O)O)C1 (stereo not drawn),5,.,.,3,3,-3,-14,-4
O=C([C@@H]1[C@@H](CO)[C@@H]2Cn3c(cccc3=O)[C@H]1N2C(=O)c1ccccc1)N1CCCCC1,-8,0.2,.,-2[16.7 µM],-2,1,.,25
CO[C@H]1CN(C)C(=O)c2cc(NC(C)=O)ccc2OC[C@H](C)N(C(=O)Cc2cccnc2)C[C@H]1C,-14,0.2,-1,.,-4,6,0,-5
CC(C)c1nc2ccc(NC(=O)C34CC5CC(CC(C5)C3)C4)cc2[nH]1,-19,.,.,6,1,5,7,.
COc1ccc(OC)c(NC2=NC3(CCCCC3)N=C(N)N2)c1,9,.,2,2,-7,-4,0,.
Cc1cc(C)c(NC(=O)CNC(=O)c2cc(C3CC3)nc3c2cnn3C(C)C)c(C)c1,-6,-2.5,-1,-1,2,-3,-8,-19
Cn1cccc1C(=O)NCC1CCCCC1,.,-3.5,-2,1,-1,-4,-4,-2
CCOC(=O)Cn1nc(CC)c2ccccc2c1=O,11,.,.,-3,0,4,5,-48
C[C@H]1CN([C@@H](C)CO)C(=O)c2c(c3ccccc3n2C)-c2ccccc2CO[C@@H]1CN(C)C(=O)c1ccc(F)cc1,.,0.7,-3,.,-2,1,7,-20
Cc1ccc(C(=O)COc2ncnc3cc(Cl)ccc23)cc1,-26,-1.4,-35,1,3,-7,-14,8
S=C1CC2CCCC(C2)N1 (stereo not drawn),.,1.4,-3,-2,.,.,2,-7
COc1ccc(C2(C(=O)Nc3cc(C)on3)CCOCC2)cc1,-2,.,.,-1,5,-1,6,.
CCS(=O)(=O)n1nc(-c2ccccc2)nc1SC,-9,-1.5,.,1,1,-2,-5,-5
Cc1ccc(C(=O)c2coc3c2C(=O)C(=O)c2ccccc2-3)cc1,-4,.,.,-1,3,-7,-1,.
C[C@@H]1CN([C@H](C)CO)C(=O)c2cc(NC(=O)Nc3cccc4ccccc34)ccc2O[C@@H]1CN(C)Cc1ccc(Cl)c(Cl)c1,.,4.7,-1,-7[16.7 µM],-2,-1,-16,6
COc1ccc(/C=C/C(=O)OCC(=O)c2c(N)n(C)c(=O)n(C)c2=O)cc1,-3,.,-7,-7,-1,-5,3,14
COc1ccc(NC(=O)c2cccc(N3C(=O)C4C5C=CC(C5)C4C3=O)c2)cc1Cl (stereo not drawn),2,-2.5,2,7,3,-3,3,-50
CCCCC(=O)Nc1cccc(NC(=S)NC(=O)Cc2ccccc2)c1,.,.,-2,15,3,-9,1,-22
NC(=O)C1CCN(C(=O)c2ccc(NS(=O)(=O)c3ccc(F)cc3)cc2)CC1,7,0.4,5,4,-1,-7,-15,27
CSc1nsc(/C=C/Nc2ccc(Cl)cc2)c1C#N,125*,.,.,20,0,-13,4,.
COc1ccc(S(=O)(=O)Cc2ccc(C(=O)N3CCN(c4cc(C)ccc4C)CC3)o2)cc1,-18,1.2,10,-4,-2,1,-2,-9
CCC(=O)Nc1ccc2c(c1)OC[C@H](C)NC[C@H](C)[C@@H](OC)CN(C)C2=O,2,.,2,1[16.7 µM],-3,-1,.,22
CC(=O)NC(CC(=O)OCC(=O)c1cc(C)ccc1C)c1ccccc1 (stereo not drawn),-13,3.0,2,-2,3,-3,1,-20
CCCCN1C(=O)/C(=C(/C#N)C(=O)N2CCCC2)c2ccccc21,.,-1.1,8,.,.,.,11,9
O=C1/C(=C/c2ccc(F)cc2)CCC1C1CCCC1 (stereo not drawn),.,0.4,-2,.,0,7,.,.
C[C@@H]1CN([C@H](C)CO)C(=O)c2cc(NS(=O)(=O)c3ccc(Cl)cc3)ccc2O[C@@H](C)CCCCO[C@@H]1CN(C)S(=O)(=O)c1ccc(Cl)cc1,.,-1.0,-2,5[16.7 µM],-5,1,2,25
O=c1[nH]c(C2CCN(S(=O)(=O)c3ccccc3C(F)(F)F)CC2)nc2c1nnn2Cc1cccc(F)c1,11,4.1,1,-4,.,.,.,1
CC(C)CC#Cc1ccc2c(c1)O[C@H](CN(C)Cc1cccnc1)[C@H](C)CN([C@H](C)CO)S2(=O)=O,-19,-1.4,6,4[16.7 µM],-5,2,-15,-33
O=C(/C=C/Nc1ccc(S(=O)(=O)Nc2cnc3ccccc3n2)cc1)c1ccccc1,.,0.4,-3,.,.,.,7,3
COc1cc(-c2nc(S(=O)(=O)c3ccc(Cl)cc3)c(N3CCOCC3)o2)cc(OC)c1OC,-7,.,.,-2,1,-8,15,.
COc1ccc(NC(=O)N(C)C[C@H]2Oc3ncc(C#C[C@H](C)O)cc3C(=O)N([C@@H](C)CO)C[C@H]2C)cc1,24,0.0,.,-3[16.7 µM],-2,0,-3,15
Cc1noc(C)c1S(=O)(=O)Nc1ccc2c(c1)C(=O)N([C@H](C)CO)C[C@H](C)[C@@H](CN(C)C(=O)C1CCCCC1)OCCCC[C@H](C)O2,.,-2.3,.,-2[16.7 µM],6,-5,9,6
C[C@H](CO)N1C[C@H](C)[C@@H](CN(C)C(=O)Nc2cccc3ccccc23)Oc2c(NS(=O)(=O)c3ccc(F)cc3)cccc2C1=O,17,0.3,6,10[16.7 µM],-10,-2,2,2
Clc1cccc(-c2sc(Nc3ccccc3)n[n+]2-c2ccccc2)c1Cl,-3,0.2,-4,4,0,-5,-4,-12
CCCn1nc2cc(C(=O)NCCCCc3ccccc3)ccc2c1OCC,6,1.6,-3,3,1,7,-4,-28
C[C@H]1CN([C@@H](C)CO)C(=O)CCCn2cc(nn2)CO[C@H]1CN(C)Cc1cccnc1,3,-5.4,-3,3[16.7 µM],-8,2,-15,3
COc1ccc2oc(=O)c(C(=O)N3CCN(c4ccccc4C)CC3)cc2c1,-18,.,-6,-4,0,.,-3,.
C[C@H](CO)N1C[C@H](C)[C@@H](CN(C)C)Oc2c(NC(=O)C3CCOCC3)cccc2C1=O,-1,1.3,.,1[16.7 µM],-1,-2,10,13
COc1cc(CN(C(=O)c2ccco2)c2ccc(C)cc2)ccc1O,15,.,-2,1,-2,3,-2,.
C[C@H](CO)N1C[C@H](C)[C@H](CN(C)Cc2ccc(F)cc2)Oc2ncccc2C1=O,10,4.9,.,8[16.7 µM],3,-1,0,28
COCC(=O)Nc1ccc2c(c1)[C@@H]1C[C@@H](CC(=O)N[C@@H](C)c3ccccc3)O[C@@H](CO)[C@@H]1O2,0,2.0,1,-5[16.7 µM],3,-2,-2,7

Three compounds out of the list above, arranged by the number in PGC1a acetyl inh, lowest first.
molecule,F508del corr,miR122 inh,PglD inh,PGC1a acetyl inh,INS-1E GSIS act
C[C@@H]1CN([C@H](C)CO)C(=O)c2cc(NC(=O)Nc3cccc4ccccc34)ccc2O[C@@H]1CN(C)Cc1ccc(Cl)c(Cl)c1,4.7,-7[16.7 µM],-1,-16,6
Cc1ccc(C(=O)COc2ncnc3cc(Cl)ccc23)cc1,-1.4,1,-7,-14,8
S=C1CC2CCCC(C2)N1 (stereo not drawn),1.4,-2,.,2,-7

(more compounds)
SMILES,C2C12 statin,F508del corr,FN deposit inh,miR122 inh,Cneo AK release,PglD inh,PGC1a acetyl inh,INS-1E GSIS act
Cc1ccc(NC(=S)c2nc3ccccc3s2)cc1,-27,.,.,4,-4,-12,5,.
C/C(=N\NS(=O)(=O)c1ccc([N+](=O)[O-])cc1)c1c[nH]c2ccccc12,8,0.8,6,.,11,-8,.,-4
CCOc1cc2[nH]c(=S)n(C(C)C)c(=O)c2cc1OCC,-50,.,4,3,0,2,-8,.
CCC1=NC(c2ccc(OC)cc2)N(O)C1(C)C (stereo not drawn),3,.,.,6,1,-4,-6,.
COc1cccc(CN2CC(O)=C(c3nc(-c4ccc(Cl)cc4)cs3)C2=N)c1,-6,.,.,.,-2,0,.,6
C[C@H]1CN([C@@H](C)CO)C(=O)c2cc(-c3cccc(F)c3)cnc2O[C@H]1CN(C)S(=O)(=O)c1cccc(F)c1,4,0.5,-5,7[16.7 µM],-1,-1,-3,8
C[C@H]1CN([C@@H](C)CO)C(=O)c2cc(N(C)C)ccc2O[C@H]1CN(C)S(=O)(=O)c1ccc(Cl)cc1,8,1.9,.,4[16.7 µM],-5,10,2,11
O=C(CN1CCN(S(=O)(=O)c2ccc(Br)cc2)CC1)Nc1ccc2c(c1)OCCO2,144*,.,.,1,1,-3,-20,.
CCCNC(=O)N[C@@H]1CC[C@@H](CCn2cc(-c3cccc(F)c3)nn2)O[C@H]1CO,-11,1.6,-13,.,-4,1,-2,3
OCC[C@@H]1C[C@H](O)[C@@H](O)[C@@]2(OCc3ccccc32)O1,-2,-2.7,4,-8,-1,4,-1,2
O=C(NCc1cccc2ccccc12)c1cccs1,22,-3.5,5,4,1,-2,.,3
O=C(O)C1C2CCC(C2)C1C(=O)Nc1nc2ccccc2s1 (stereo not drawn),4,.,-4,1,-2,1,4,.
CCOc1ccc(C(=O)CSc2nnc(N)s2)cc1,.,.,-4,-6,-2,3,5,.
c1ccc(Cn2c(-c3cncs3)nc3ccccc32)cc1,-2,.,.,5,0,4,3,.
O=C(NCC1CCCN(Cc2cccc(C(F)(F)F)c2)C1)c1ccc(F)cc1 (stereo not drawn),6,1.9,1,-12,.,.,3,-35
C[C@@H]1CN([C@H](C)CO)C(=O)Cc2cc(NC(=O)NC3CCCCC3)ccc2O[C@H]1CN(C)S(=O)(=O)c1cn(C)cn1,-31,3.6,.,1[16.7 µM],0,0,4,19
Cc1ccc(OCCCC(=O)Nc2ccc(S(=O)(=O)Nc3cc(C)on3)cc2)cc1,.,.,-29,.,0,4,-9,.
CCCCc1nc2cc(C(=O)N(C)CCc3cn[nH]c3)ccc2o1,0,-0.8,9,-2,2,1,-1,3
CC(=O)Oc1ccc(-c2ccc(C(=O)O)cc2)cc1,.,.,.,-6,-2,2,8,.
O=C(Cc1ccccn1)NCC[C@@H]1CC[C@H](NS(=O)(=O)c2ccc(Cl)cc2)[C@H](CO)O1,-5,2.2,-9,.,5,0,3,5
